HDAC3 inh = human HDAC3 inhibition; O15379; recombinant HDAC3, fluorogenic peptide/trypsin coupled, fluorescence; inhibition, % at 8.3 µM; actives 0.15% (n = 320,000); AID 2718; in the data active means inhibition above about 26%, passing the limit was not always enough
ANO1 activ = mouse TMEM16A channel activation, primary screen. HEK293 TMEM16A/YFP-H148Q/I152L, iodide quench fluorescence; active compounds read low. B-score at 10 µM. actives 0.3% (n = 340,000). AID 623877;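 active means fluorescence-ratio B-score plate-corrected deviation score at least 3 library SD below zero, with starting fluorescence score within 5 deviations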;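 further: channel opened by trigger with iodide after compound preincubation; score built on the fluorescence ratio of max minus min over baseline; more negative score means more quench and so TMEM16A activation or potentiation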
TRPC4 PAM = allosterically enhances the mouse TRPC4 cation channel | Q9QUQ5 | HEK293 TRPC4beta/mu-opioid, DAMGO EC20, Fluo-4 Ca2+ flux; active compounds read high | B-score at 10 µM | actives 0.42% (n = 310,000);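 active means B-score of calcium response area above 5 SD of library B-scores, with initial fluorescence ratio within 5 SD of library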;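 further: B-score of integrated fluorescence ratio over time as area under calcium response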
Target sequence (Q9QUQ5 whole entry, looked up): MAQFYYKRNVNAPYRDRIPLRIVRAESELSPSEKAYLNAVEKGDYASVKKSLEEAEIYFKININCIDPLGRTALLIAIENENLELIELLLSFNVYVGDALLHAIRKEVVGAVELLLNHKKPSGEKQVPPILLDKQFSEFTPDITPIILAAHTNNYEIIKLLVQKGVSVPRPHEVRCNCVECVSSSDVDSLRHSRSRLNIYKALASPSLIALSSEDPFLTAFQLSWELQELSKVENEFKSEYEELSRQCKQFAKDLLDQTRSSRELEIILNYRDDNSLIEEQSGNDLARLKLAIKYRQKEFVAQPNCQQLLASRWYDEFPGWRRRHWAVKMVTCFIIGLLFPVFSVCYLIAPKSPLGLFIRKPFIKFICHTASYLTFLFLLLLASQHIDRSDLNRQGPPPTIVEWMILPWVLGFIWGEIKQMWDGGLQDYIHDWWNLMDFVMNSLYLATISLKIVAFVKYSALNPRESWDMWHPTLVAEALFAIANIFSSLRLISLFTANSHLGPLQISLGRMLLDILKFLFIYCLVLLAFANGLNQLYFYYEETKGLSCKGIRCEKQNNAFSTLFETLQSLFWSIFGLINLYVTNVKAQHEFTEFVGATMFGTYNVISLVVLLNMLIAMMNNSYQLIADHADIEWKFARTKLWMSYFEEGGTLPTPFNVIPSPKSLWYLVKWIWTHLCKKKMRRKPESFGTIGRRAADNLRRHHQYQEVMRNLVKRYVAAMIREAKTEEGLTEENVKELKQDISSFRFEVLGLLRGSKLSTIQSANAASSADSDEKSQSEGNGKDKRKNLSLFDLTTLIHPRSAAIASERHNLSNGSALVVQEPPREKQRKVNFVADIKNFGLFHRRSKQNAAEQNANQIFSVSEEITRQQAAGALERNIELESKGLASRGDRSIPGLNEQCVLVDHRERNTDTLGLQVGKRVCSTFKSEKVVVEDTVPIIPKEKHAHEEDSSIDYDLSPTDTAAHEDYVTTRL
KCNQ1 act = human KCNQ1 channel potentiation or activation; P51787; CHO-K1 KCNQ1, thallium flux FluxOR fluorescence; active compounds read high; B-score at 10 µM; actives 0.35% (n = 310,000); AID 2648;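 active means fluorescence ratio B-score, a plate-corrected score, at least three library SD, with initial intensity B-score within 5 SD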
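Test system: CHO-K1 cells stably expressing KCNQ1 / Medium: assay buffer / Also added: depolarizing K+/Tl+ stimulus, K2SO4 and Tl2SO4 each 12.5 mM in 5x stock / Incubation: 90 min dye loading and 20 min compound exposure, both at room temperature / Signal: thallium influx via FluxOR fluorescence, kinetic imaging / Evaluation: B score of baseline-normalized fluorescence ratio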
KCNK9 inh = inhibitors of human KCNK9 two-pore domain potassium channel; Q9NPC2; HEK293 KCNK9, FluxOR thallium flux fluorescence; active compounds read low; B-score at 10 µM; actives 1.2% (n = 310,000); AID 488922;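 active means ratio B-score over 3 SD below the library mean, with starting fluorescence within 5 SD of its mean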;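 further: negative B-score means less thallium flux so channel inhibition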
KCNQ1 inh = human KCNQ1 channel inhibition; B-score at 10 µM; CHO-K1 KCNQ1, FluxOR thallium flux fluorescence; active compounds read high; actives 1.3% (n = 310,000); P51787; AID 2642;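 active means compounds whose thallium flux B-score, printed positive for inhibition, exceeds three library SD while starting fluorescence stays within three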;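 further: channel opened by potassium depolarization with thallium stimulus after 20 min compound exposure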
TRPC4 agonist = activators of mouse TRPC4 channel; Q9QUQ5; HEK293 TRPC4beta/mu-opioid, Fluo4 calcium fluorescence; active compounds read high; B-score at 10 µM; actives 0.49% (n = 310,000);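 active means B-score above 5 SD of library B-scores, and initial fluorescence ratio not above library mean plus 5 SD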;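 further: positive B-score marks a calcium rise read as TRPC4 activation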
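Material: HEK293 stable line with TRPC4beta plus mu-opioid receptor; technique: Fluo4 calcium-sensitive dye fluorescence, kinetic, 1 Hz baseline; timing: Fluo4 dye loading 45 min at room temperature, 110 s recording; controls: assay buffer as low control, maximal DAMGO as high control; read-out: integrated baseline-normalised fluorescence ratio, converted to per-well B score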
hERG rescue = compounds protecting human hERG from proarrhythmic drug block. Q12809. CHO-hERG, FluxOR thallium flux, dofetilide IC70 present. activation (rescue from dofetilide block), less the hit threshold, % at 10 µM. actives 0.51% (n = 310,000);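 active means activation above the mean of controls blocked by dofetilide plus 5 SD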;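 further: thallium influx through hERG after potassium depolarization seen as dye fluorescence rise; in these data hits start at about 4.7%; inactives centre near -7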
Dyrk1A ADPGlo = blocks rat Dyrk1A kinase activity; Q63470; ADP-Glo luminescence, NFATc1 peptide; inhibition, % at 12.5 µM; actives 0.43% (n = 310,000); in the data active means inhibition above about 50%;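 further: plate controls were vehicle with enzyme for no effect and no enzyme for full effect; many of its hits are not listed in these tables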
KCNK3 inh = human KCNK3 channel inhibition, primary screen | CHO-KCNK3 thallium flux, FluxOR fluorescence; active compounds read low | actives 0.84% (n = 340,000) | B-score at 10 µM | AID 602410;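 active means B-score under library mean minus 4 SD, starting fluorescence ratio at most library mean plus 5 SD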;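 further: more negative B-score means stronger inhibition of thallium flux through KCNK3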
TMEM16A inh = inhibitors of mouse TMEM16A calcium-activated chloride channel. HEK293 TMEM16A/YFP iodide influx fluorescence, ionomycin. normalized B-score (activity score, 25-100; higher = stronger inhibition) at 10 µM. actives 1.2% (n = 310,000). AID 588511;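 active means ratio plate-corrected score three or more library SD toward inhibition, starting fluorescence score within five deviations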;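 further: score derived from kinetic fluorescence span divided by baseline fluorescence per well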
Starred values were filed as active, the others as inactive; i = inactive; . = no result given. Only part of the results is shown; count on the stated rates, not on these rows.

SMILES	HDAC3 inh	ANO1 activ	TRPC4 PAM	KCNQ1 act	KCNK9 inh	KCNQ1 inh	TRPC4 agonist	hERG rescue	Dyrk1A ADPGlo	KCNK3 inh	TMEM16A inh
CCCCCC(=O)Nc1cccc(C2=NOC3(C2)C[C@@H](C(N)=O)N(C(=O)c2cc([N+](=O)[O-])cc([N+](=O)[O-])c2C)C3)c1 (some centres undefined)	8	i	i	i	i	i	i	-12	5	i	i
CCCCOC(=O)CCCN1C(=O)/C(=C2\SC(=S)N(CCCC(=O)OCCCC)C2=O)SC1=S	-1	i	i	i	i	i	i	-3	.	i	i
CC(C)n1cc(CN2CCN(C)C(CCO)C2)c2ccccc21 (centres undefined)	-3	i	i	i	i	i	i	-6	3	i	i
O=C1CN(C(=O)NCC(=O)N[C@H](C(=O)O)c2ccccc2)c2ccccc2N1	-2	i	i	i	i	i	i	-4	4	i	i
CCOc1ccc(-c2nnc(-c3ccncc3)o2)cc1	-3	i	i	i	i	i	i	-8	9	i	i
COC(=O)C1CCN(CC(=O)NC(=O)NC2CCCCC2)CC1	-1	i	i	i	i	i	i	0	-5	i	i
Cc1cccc(Nc2nnc(SCC(=O)c3ccc(Br)s3)s2)c1C	-6	i	i	i	i	i	i	-9	3	i	i
O=C(/C=C/c1ccccc1[N+](=O)[O-])NCCCN1CCCC1=O	2	i	i	i	i	i	i	-11	4	i	i
O=C(CCCc1ccccc1)NC1CC1	2	i	i	i	i	i	i	-6	-8	i	i
CCN1CCN(S(=O)(=O)c2ccc(S(=O)(=O)NCC3CCCO3)cc2)CC1 (centres undefined)	2	i	i	i	i	i	i	-2	.	i	i
Cc1ccc(NC(=O)C2CC(=O)NC(Nc3cccc(C)c3)=N2)cc1 (centres undefined)	-3	i	i	i	i	i	i	-6	0	i	i
Cc1ccccc1NC(=O)c1ccc(C)c(S(=O)(=O)Nc2ccccn2)c1	-1	i	i	i	i	i	i	-9	3	i	i
COC(=O)c1ccc(NC(=S)NCCc2cccc(C)c2)cc1	-2	i	i	i	i	i	i	-13	-4	i	i
Cc1ccc(NC(=S)NCCCN2CCOCC2)cc1C	-1	i	i	i	i	i	i	-9	7	i	i
CCCCn1c(N)c(N(CC(C)C)C(=O)Cn2c(=O)cnc3ccccc32)c(=O)[nH]c1=O	1	i	i	i	i	i	i	-8	-13	i	i
Cc1cc(N2C(=O)C(O)=C(C(=O)c3ccc(C)o3)C2c2cccc(Oc3ccccc3)c2)no1 (centres undefined)	4	i	i	i	i	i	i	-5	-3	i	i
CCOc1ccc(C(=O)C2CCN(C(=O)c3ccccc3C(=O)O)CC2)cc1	-1	i	i	i	i	i	i	-9	2	i	i
Cc1cc(C)n(C(=O)COc2ccc(Cl)cc2Cl)n1	-6	i	i	i	i	i	i	-3	-7	i	i
O=C(/C=C/c1ccc(Cl)cc1)NCCCn1ccnc1	-3	i	i	i	i	i	i	-4	-5	i	i
COCCCNC(=O)C1CC(=O)N(CCc2ccc(OC)c(OC)c2)C1 (centres undefined)	2	i	i	i	i	i	i	-3	10	i	i
O=C(NCC1CCCO1)C1CCCN(S(=O)(=O)c2cc(Cl)ccc2Cl)C1 (centres undefined)	-8	i	i	i	i	i	i	-13	0	i	i
CN(Cc1cccs1)C(=O)C1CC(=O)N(Cc2ccccc2)C1 (centres undefined)	7	i	i	i	i	i	i	-11	0	i	i
O=C1CC(/C=C/c2ccco2)=Nc2ccccc2N1	8	i	i	i	i	i	i	-18	0	i	i
CCOc1ccc(C2C(C(=O)c3ccc(C)o3)=C(O)C(=O)N2CCN2CCOCC2)cc1OC (centres undefined)	2	i	i	i	i	i	i	-8	2	i	i
O=C1CCCN2N=C(SCC(=O)Nc3cccc(Cl)c3)SC2=N1	2	i	i	i	i	i	i	-8	0	i	i

New compounds follow
SMILES	HDAC3 inh	ANO1 activ	TRPC4 PAM	KCNQ1 act	KCNK9 inh	KCNQ1 inh	TRPC4 agonist	hERG rescue	Dyrk1A ADPGlo	KCNK3 inh	TMEM16A inh
CCC(=O)NCC(c1cccs1)N1CCOCC1 (centres undefined)	-8	i	i	i	i	i	i	-9	-2	i	i
COc1ccc(OC)c(S(=O)(=O)N2CCC(C(=O)NCCc3ccc(OC)c(OC)c3)CC2)c1	-5	i	i	i	i	i	i	-13	-6	i	i
Cc1oc(C(C)(C)C)cc1C(=O)Nc1cccc(/C=C/C(=O)O)c1	5	i	i	i	i	i	i	-9	8	i	i
O=C(NCc1ccncc1)c1cccc(S(=O)(=O)NCc2ccccc2)c1	-1	i	i	i	i	i	i	-10	-4	i	i
COc1ccc(NC(=O)CN(C)C(=O)C2=COCCO2)cc1	-4	i	i	i	i	i	i	-7	-17	i	i
Cc1c(C(=O)NCCSCc2ccccc2Cl)cccc1[N+](=O)[O-]	1	i	i	i	i	i	i	-5	8	i	i
O=C(NCCc1nc2ccccc2[nH]1)c1ccco1	0	i	i	i	i	i	i	-11	-2	i	i
O=C(Nc1ccc(Cl)c(C(F)(F)F)c1)c1ccco1	8	i	.	.	.	.	.	.	3	i	i
CCc1ccc(C(C(=O)NCc2ccc(F)cc2)N(C(=O)c2csnn2)C2CC2)cc1 (centres undefined)	2	i	i	i	i	i	i	-8	-4	i	i
COc1ccc(S(=O)(=O)N2CCOC2CNC(=O)C(=O)NCc2ccccc2Cl)cc1 (centres undefined)	6	i	i	i	i	i	i	-6	-4	i	i
Cc1ccnc(Nc2nc(-c3ccc(O)cc3O)cs2)c1	14	i	i	i	i	i	i	-5	14	i	i
O=C(NCc1ccccc1)C(c1ccc(O)cc1)N(C(=O)c1cnccn1)c1ccccc1 (centres undefined)	1	i	i	i	i	i	i	-6	2	i	i
COc1cc(CCC(=O)OCC(=O)N2CCc3ccccc32)cc(OC)c1OC	5	i	i	i	i	i	i	-12	5	i	i
O=C(Nc1cccc(O)c1)c1ccc(S(=O)(=O)N2CCCCCC2)cc1	.	i	i	i	i	i	i	-5	2	i	.
COCc1nnc(N)s1	2	i	i	i	i	i	i	-5	2	i	i
COc1ccc(CCNC(=O)CSc2ccc(-c3ccccc3)nn2)cc1OC	-1	i	i	i	i	i	i	-6	-1	i	i
CCN1C(=O)N[C@@H](c2cccc(C(F)(F)F)c2)[C@H](C(=O)OC)[C@H]1C	-1	i	i	i	i	i	i	-8	3	i	i
N#Cc1ccccc1CN1C(=O)NC(Cc2c[nH]c3ccccc23)C1=O (centres undefined)	3	i	i	i	i	i	i	-19	3	i	i
Cc1ccsc1C(=O)OCC(=O)N1CC(=O)Nc2ccccc21	1	i	i	i	i	i	i	-4	-1	i	i
O=C(c1cn(-c2ccc(Cl)c(Cl)c2)nn1)C1CC1	-7	i	i	i	i	i	i	-6	.	i	i
O=C1c2ccccc2C(=O)N1CCOc1ccccc1Br	-6	i	i	i	i	i	i	-9	.	i	i
CCCn1c(N2CCN(C(=O)/C=C/C(=O)O)CC2)nc2ccccc21	-1	i	i	i	i	i	57*	0	-5	i	i
COc1cc(OC)cc(OCC(O)Cn2ccnc2)c1 (centres undefined)	-5	i	i	i	i	i	i	-9	11	i	i
CCOC(=O)c1c(CSCc2ccccc2)oc2ccc(O)c(CN(C)C)c12	0	i	i	i	i	i	i	-29	2	-9.3*	i
O=c1cc(COc2ccccc2[N+](=O)[O-])nc2sccn12	2	.	i	i	i	i	i	-9	.	.	i

More entries
SMILES	HDAC3 inh	ANO1 activ	TRPC4 PAM	KCNQ1 act	KCNK9 inh	KCNQ1 inh	TRPC4 agonist	hERG rescue	Dyrk1A ADPGlo	KCNK3 inh	TMEM16A inh
CCc1nnc(NC(=O)C2CCCN(S(=O)(=O)c3ccc(OC)cc3)C2)s1 (centres undefined)	-1	i	i	i	i	i	i	-9	-2	i	i
CCOC(=O)C(=CNc1nc2ccc(C(=O)OCC)cc2s1)C(=O)OCC	2	i	i	i	i	i	i	0	.	i	i
CS(=O)c1ccccc1O (centres undefined)	5	i	i	i	i	i	i	-12	2	i	i
O=C(CCC(=O)N(CC(=O)NC1CCCCC1)Cc1ccccc1)Nc1nccs1	-2	i	i	i	i	i	i	-7	-1	i	i
NC(=O)[C@H]1CC2(CC(c3cccc(NC(=O)[C@H]4CCC(=O)N4)c3)=NO2)CN1C(=O)c1ccccc1 (some centres undefined)	-3	i	i	i	i	i	i	-12	0	i	i
Cc1cc2cc(CN(CCN(C)C)C(=S)NCc3ccco3)c(=O)[nH]c2cc1C	-3	i	i	i	i	i	i	-7	0	i	i
CCC(=NCCc1ccc(OC)c(OC)c1)c1ccccc1O	5	i	i	i	i	i	i	-2	13	i	i
COc1ccc(NC(=O)c2ccc(-n3cnnn3)cc2)c([N+](=O)[O-])c1	1	i	i	i	i	i	i	-5	-9	i	i
O=C(c1cc([N+](=O)[O-])ccc1N1CCOCC1)N1CCOCC1	7	i	i	i	i	i	i	-3	3	i	i
C[C@H](NC(=O)c1nc[nH]c1C(=O)N[C@@H](C)C(=O)OCc1ccccc1)C(=O)OCc1ccccc1	12	i	i	i	i	i	i	-9	9	i	i
COc1cccc(-n2c(N)cc(=O)nc2SCC(=O)Nc2cc(C)on2)c1	1	i	i	i	i	i	i	-6	-8	i	i
Cc1cc(NS(=O)(=O)c2ccc(NC(=O)COc3ccccc3C(C)C)cc2)no1	4	i	i	i	i	i	i	-12	-1	i	i
CCOc1cc(S(=O)(=O)N2CCN(S(=O)(=O)CC)CC2)c(OCC)cc1-n1cnnn1	-12	i	i	i	i	i	i	-8	1	i	i
COc1ccc(N2C(=O)C(Cc3ccccc3)NC2=S)cc1 (centres undefined)	-4	i	i	i	i	i	i	-6	-5	i	i
Cc1ccc(OCc2cc(C(=O)NCc3cn4ccccc4n3)no2)cc1C	2	i	i	i	i	i	i	-9	5	i	i
CC(C)(C)c1ccc(S(=O)(=O)N2CCc3nc4ccccc4c(C(=O)O)c3C2)cc1	-2	i	i	i	i	i	i	1	-2	i	i
O=C(CN1CCc2ccccc2C1)N1CCN(S(=O)(=O)c2ccccc2)CC1	-5	i	i	i	i	i	i	-9	4	i	i
Cc1csc(NC(=O)NC2(C(F)(F)F)Oc3ccccc3O2)n1	2	i	i	i	i	i	i	-17	1	i	i
O=C(Cn1nnc(-c2ccccc2-n2cnnn2)n1)N1CCCCC1	-1	i	i	i	i	i	i	-3	-4	i	i
